Bioassay records as filed in PubChem.
CHRM4 antagonist = blocks acetylcholine activation of human M4 receptor | P08173 | CHO-hM4 cells, ACh EC80, Fluo-8 calcium fluorescence | inhibition, % at 3 µM | 360,000 tested, 0.73% active;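 active means inhibition above its plate's cutoff, the mean inhibition of sample wells plus 3 SD, cut at about 27% in these data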;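 further: 0% = acetylcholine EC80 with DMSO and 100% = DMSO without agonist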
M1 antag = blocks human M1 muscarinic receptor; 360,000 tested, 1.3% active; inhibition, % at 3 µM; P11229; AID 588852; CHO-K1 hM1, Fluo-8 calcium fluorescence, ACh EC80 antagonist;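 active means percent inhibition above its own plate's cutoff, namely the mean of that plate's compound wells plus 3 SD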;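 further: peak over basal fluorescence ratio during 140 s after agonist addition; 0% = ACh EC80 plus DMSO and 100% = DMSO alone without agonist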
CHRM4 agonist = agonists of human muscarinic M4 receptor (CHRM4). CHO-K1 hM4/Gqi5, Fluo-8 calcium fluorescence; vehicle 0%, full acetylcholine response 100%. activation, % at 3 µM. 360,000 tested, 0.14% active. AID 624127;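 active means activation above the run mean over all test wells plus 3 SD, cut at about 32% in these data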;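 further: peak over basal fluorescence ratio per well then scaled between controls; 0% = DMSO wells and 100% = acetylcholine at EC100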
TAAR1 ag = human TAAR1 agonism; Q96RJ0; CHO RD-HGA16 TAAR1, Fluo-8 calcium fluorescence; vehicle wells 0%, saturating PEA agonist 100%; activation, % at 3 µM; 360,000 tested, 0.99% active; AID 624467;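 active means activation above the mean activation of all test compounds in the run plus 3 SD, cut at about 38% in these data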
Target sequence (Q96RJ0 whole entry, looked up): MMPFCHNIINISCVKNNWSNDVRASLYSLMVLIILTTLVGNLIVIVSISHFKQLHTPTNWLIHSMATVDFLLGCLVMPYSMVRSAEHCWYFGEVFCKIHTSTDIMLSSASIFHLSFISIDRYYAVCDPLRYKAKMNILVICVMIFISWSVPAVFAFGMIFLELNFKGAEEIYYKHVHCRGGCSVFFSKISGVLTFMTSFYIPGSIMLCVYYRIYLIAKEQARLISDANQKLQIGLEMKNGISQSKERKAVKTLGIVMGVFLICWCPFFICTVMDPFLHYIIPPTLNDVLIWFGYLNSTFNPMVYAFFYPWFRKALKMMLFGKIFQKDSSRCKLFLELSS
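Benchmarks: low control DMSO, high control PEA (EC100); System: CHO RD-HGA16 cells carrying human TAAR1 plus Gα16; Detection: Fluo-8 fluorescence, 5 s baseline then 140 s kinetic read; Schedule: 17-24 h plating, Fluo-8 75 min 37 °C, 30 min RT; Read-out basis: % activation from peak over basal fluorescence ratio, DMSO-to-PEA scaled.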
M1 ag = human M1 muscarinic receptor agonism; activation, % at 3 µM; 360,000 tested, 0.33% active; CHO-K1 hM1, Fluo-8 calcium fluorescence, agonist mode; 0% DMSO, 100% acetylcholine EC100; AID 588814; P11229;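 active means activation above the run's mean compound activation plus 3 SD, cut at about 16% in these data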;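 further: peak over basal fluorescence ratio within a 140 s kinetic read after compound addition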
M5 antag = blocks acetylcholine activation of human M5 receptor; inhibition, % at 3 µM; CHO-hM5 cells, Fluo-8 calcium fluorescence, ACh EC80; AID 624040; P08912; 360,000 tested, 0.59% active;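 active means inhibition above a per-plate cutoff, the mean of that plate's test compounds plus 3 SD, cut at about 27% in these data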;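 further: 0% = acetylcholine EC80 with DMSO and 100% = DMSO without agonist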
Target sequence (P08912 whole entry, looked up): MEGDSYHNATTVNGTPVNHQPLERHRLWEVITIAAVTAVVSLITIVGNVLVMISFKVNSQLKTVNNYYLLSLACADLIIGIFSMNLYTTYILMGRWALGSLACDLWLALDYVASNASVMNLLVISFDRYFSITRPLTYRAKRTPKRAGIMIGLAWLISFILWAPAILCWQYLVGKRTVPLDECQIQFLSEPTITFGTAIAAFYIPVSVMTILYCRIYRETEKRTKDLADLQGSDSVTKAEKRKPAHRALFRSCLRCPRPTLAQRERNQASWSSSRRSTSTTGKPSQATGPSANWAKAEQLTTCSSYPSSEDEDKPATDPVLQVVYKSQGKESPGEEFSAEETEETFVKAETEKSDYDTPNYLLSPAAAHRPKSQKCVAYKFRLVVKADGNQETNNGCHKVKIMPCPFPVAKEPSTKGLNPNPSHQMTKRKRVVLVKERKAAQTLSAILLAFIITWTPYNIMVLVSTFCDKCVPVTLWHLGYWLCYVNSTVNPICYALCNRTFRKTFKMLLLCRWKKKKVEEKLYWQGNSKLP
CHRM5 agonist = agonists of human muscarinic M5 receptor (CHRM5). CHO-K1 hM5 cells, Fluo-8 calcium fluorescence; 0% DMSO wells, 100% maximal acetylcholine response. P08912. AID 624037. activation, % at 3 µM. 360,000 tested, 0.19% active;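 active means activation above the run's mean over test compounds plus 3 SD, cut at about 23% in these data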;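 further: signal is peak over basal fluorescence ratio across the kinetic read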
CHRM1 PAM = potentiates human M1 receptor response to acetylcholine; P11229; CHO-K1 hM1, Fluo-8 calcium fluorescence, ACh EC20; 0% = ACh EC20, 100% = maximal ACh; activation, % at 3 µM; 360,000 tested, 0.088% active; in the data active means activation above about 19%, passing the limit was not always enough
M5 PAM = positive allosteric modulators of human muscarinic M5 receptor. AID 624038. CHO-K1 hM5, Fluo-8 calcium, ACh EC20 PAM; 0% = ACh EC20, 100% = ACh EC100. P08912. activation, % at 3 µM. 360,000 tested, 0.3% active;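 active means activation above the run cutoff, the mean activation of all test compounds plus 3 SD, cut at about 18% in these data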
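Replicates: One well per compound, no replicates | System: Human M5 receptor in CHO-K1 cells | Benchmarks: Low control EC20 acetylcholine (0%), high control EC100 acetylcholine (100%) | Probe or stimulus: Acetylcholine, EC20 level | Times: Fluo-8 loading 80 min at 37 °C plus 30 min room temperature | Signal: Intracellular calcium via Fluo-8 fluorescence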
Starred values were filed as active, the others as inactive. Not all compounds are listed; the hit share may differ from the screen's.

Compound,M1 ag,TAAR1 ag,CHRM4 agonist,M5 antag,M5 PAM,CHRM5 agonist,M1 antag,CHRM4 antagonist,CHRM1 PAM
COc1cccc(NC(=O)CNC(=O)c2cccs2)c1,-1,5,0,0,0,3,-18,-3,13
COc1ccc(C2Nc3ccccc3C(=O)N2NS(=O)(=O)c2ccc(C)cc2)c(OC)c1 (stereo unspecified),-2,-4,2,-5,8,-3,-8,-4,14
CC(=O)Nc1ccc(S(=O)(=O)N2CCC(N3CCCC3)CC2)cc1,-6,1,0,0,-3,-4,-1,-3,2
CCCNC(=O)COC(=O)c1cc2c(=O)n3ccccc3nc2s1,-5,1,1,0,-2,0,-2,2,5
CCc1ccc(NS(=O)(=O)c2cc(OC)ccc2OC)cc1,-6,20,8,3,-9,-4,3,-3,-11
Cc1cnc(NC(=O)COc2cccc3c2OC(C)(C)C3)s1,-4,3,2,3,7,-2,-22,4,6
Cc1ccc(C)c(N2CCN(S(=O)(=O)c3ccc(-c4cc(C)no4)s3)CC2)c1,-3,5,1,5,-3,-5,0,2,0
CC1=C(C(=O)N(C(C)C)C(C)C)CC(CC(=O)NC(c2ccccc2)c2ccccc2)C(=O)N1Cc1ccc(F)cc1 (stereo unspecified),-2,-2,1,3,-2,0,-29,-5,3
CCOc1ccccc1NC(=O)CCNS(=O)(=O)c1cccc2nsnc12,-5,1,0,0,0,2,-1,0,1
CC(=O)NCC(O)c1ccc([N+](=O)[O-])cc1 (stereo unspecified),-3,-2,0,6,-2,-2,-10,-2,11
Cc1ccc(CNS(=O)(=O)c2ccc(C(C)(C)C)cc2)n1C,-8,9,0,-3,-8,0,-18,3,0
Cc1ccc(-c2nnn(CC(=O)N(CC(=O)NC3CCCCC3)c3ccccc3F)n2)o1,-7,4,8,9,4,3,-1,-7,6
CC(Nc1nc(-c2ccc(F)cc2)cs1)c1nc2cc(Cl)c(Cl)cc2n1CCOCCO (stereo unspecified),-2,9,0,13,3,3,5,-3,7
O=C(CSc1ccccc1F)NNC(=O)c1cncc(Br)c1,-1,8,0,-3,-1,2,-16,4,12
O=C(Nc1ccccc1)O/N=C1/CCCc2occc21,-2,-1,1,-4,3,-1,-23,10,14
O=C(CSc1ccc(-c2ccco2)nn1)N1CCCCCC1,-7,5,3,8,6,-2,7,-2,-3
Cc1ccc(OCC(=O)N2CCN(S(=O)(=O)c3ccc(Cl)cc3)CC2)c([N+](=O)[O-])n1,-6,1,3,-2,3,-1,-5,-2,4
COc1ccc(NC(=O)c2c(C)noc2C)cc1S(=O)(=O)N1CCCCC1,0,2,5,0,-3,2,-19,-13,4
COc1ccccc1NC(=O)C(C)NS(=O)(=O)c1ccc(Cl)cc1 (stereo unspecified),-3,10,1,-1,-2,-2,-4,2,4
COc1ccccc1NC(=O)CCNS(=O)(=O)c1ccc2c(c1)CC(C)N2C(=O)C1CC1 (stereo unspecified),2,2,10,8,-6,-3,12,6,-5
CC(C)CC(=O)N1CCN(Cc2ccc(Br)cc2)CC1,-6,3,1,-1,3,0,-13,2,8
CCN(CC)C(=O)C1CCN(Cc2ccc(OCc3ccccc3)cc2)CC1,-8,7,2,1,1,-7,5,12,-9
Cc1c(C(=O)NCc2ccc(F)cc2)sc(=O)n1Cc1ccc(C(=O)c2ccccc2)cc1,-4,1,5,9,-14,0,-6,12,-3
CCCCCn1c(N2CCC(C(N)=O)CC2)nc2c1c(=O)[nH]c(=O)n2C,4,13,0,10,2,-2,12,0,-6
CCN(CC)CCn1cnc2c1c(=O)n(CCOC(=O)c1cc(OC)c(OC)c(OC)c1)c(=O)n2C,-6,2,0,-3,-2,-3,5,3,-3
COc1cc(C(c2c(C)n(C)n(-c3ccccc3)c2=O)c2c(C)n(C)n(-c3ccccc3)c2=O)cc(Br)c1O,-1,2,2,6,-2,1,-2,-1,-1
COCCn1c(=NC(C)=O)sc2cc([N+](=O)[O-])ccc21,-5,5,1,5,-3,1,-2,5,3
COC(=O)c1cc(NC(=O)CSc2nnc(N)s2)ccc1Cl,-1,4,3,-12,-1,0,-6,-17,4
CCC1(c2ccc(F)cc2)NC(=O)N(CC(=O)Nc2ccc(N3CCCCC3)cc2)C1=O (stereo unspecified),17*,60*,21,5,6,27*,3,2,5
CC1Sc2ccc(S(=O)(=O)CCC(=O)NC3CCCC(C)C3C)cc2NC1=O (stereo unspecified),1,5,13,0,-2,2,10,-2,-6
CC(C)(C)C1CCC(=O)N(CCOc2ccccc2)CC1 (stereo unspecified),-3,1,1,7,4,4,4,-6,0
O=C(NCC1CCCN(Cc2ccc3c(c2)OCCO3)C1)c1ccc2c(c1)OCO2 (stereo unspecified),-10,4,0,1,0,-1,-9,8,5
COC(=O)CC1C(=O)NCCN1C(=S)Nc1cc(C)cc(C)c1 (stereo unspecified),-5,1,1,-1,-3,-1,3,5,3
CCCn1nc(C(=O)OCC(=O)Nc2ccc(C(N)=O)cc2)c2ccccc2c1=O,0,4,-2,2,13,5,-7,5,-3
C=CCNC(=S)N/N=C/c1ccc(OCc2ccccc2Cl)cc1,-8,2,0,-2,-8,-3,4,-1,-8
COc1cc(/C=N/n2c(C)nnc2C)cc(OC)c1OC,-2,6,0,-3,1,-5,-32,-1,3
CN1C(=O)N(CC(=O)c2ccc3c(c2)OCO3)C(=O)C12CCCCC2,2,6,3,5,-3,1,-20,-6,12
C[C@H](NC(=O)c1nc[nH]c1C(=O)NC1CCN(C(=O)OC(C)(C)C)CC1)C(=O)OCc1ccccc1,-7,9,10,14,-7,-4,30,5,-13
CN(C)S(=O)(=O)Oc1cccc(C(=O)Nc2cccc(Cl)c2)c1,2,17,16,10,-19,5,4,-7,-4
CCCCOCCCNC(=O)N[C@@H](CC(C)C)C(=O)O,-4,0,1,5,-3,0,-5,-2,-1
c1ccc2c(c1)ccc1ncccc12,-6,1,2,5,0,-3,-1,5,0
CN(C)c1ccc(C(=O)OCc2ccccc2)cc1,-5,14,0,-8,3,-3,4,-10,-9
Cc1cc(C)c(S(C)(=O)=O)c(Oc2ccccc2C)n1,-5,5,0,-8,-5,-6,-18,-16,3
O=Cc1ccc(Cl)c(Cl)c1,-2,0,1,-6,4,0,-11,-6,4
O=C(O)/C=C/C(=O)N1CCN(C(=O)/C=C/C(=O)O)CC1,-2,1,1,-8,9,0,-1,-6,1
Cc1cc(Cl)ccc1OCC(=O)Nn1c(C)ccc1C,-3,3,0,-5,-3,-2,0,-11,3
COc1cc(NC(=O)c2ccccc2F)ccc1NC(=O)c1ccccc1Cl,-7,2,2,-1,-4,0,3,-8,-1
CC(C)(C)C(=O)CN1CCN(C2c3ccccc3-c3ccccc32)CC1,-8,17,2,-6,0,0,-4,6,0
Oc1ccccc1/C=N/NC1=NCCCCC1,-7,16,1,-2,-1,-9,-6,15,-4
Cc1ccc(CN(C)C(=O)c2cccc(S(=O)(=O)N3CCc4ccccc43)c2)cc1,-4,1,3,7,-18,-8,-19,5,7
Cc1ccc(S(=O)(=O)NCC(=O)OCC(=O)Nc2cccc(S(=O)(=O)NC3=NCCCCC3)c2)cc1C,-3,0,0,1,-1,-6,0,0,2
C=CCn1c(-c2ccccc2)c[nH]c1=S,-2,5,1,3,3,-5,-4,-3,6
C=CCn1c(SCC(=O)Nc2ccc(F)cc2)nnc1-c1cnccn1,-1,1,2,6,-1,-3,-12,-13,14
O=C(NCC1CCCO1)c1cc(C(=O)C2CCCCC2)c[nH]1 (stereo unspecified),-4,3,18,9,-19,6,16,9,-6
CCS(=O)(=O)N1CCN(c2cccc(C)c2C)CC1,-3,15,1,-2,1,0,9,4,-1
O=C(CCc1nnc2ccc(NCc3ccccc3)nn12)NC1CCCCC1,-6,2,1,11,-3,-2,-1,6,0
COc1cccc(C(c2sc3nc(C)nn3c2O)N2CCC3(CC2)OCCO3)c1 (stereo unspecified),-4,3,1,0,5,0,-7,2,10
O=C(COC(=O)c1cc(S(=O)(=O)N2CCOCC2)ccc1O)Nc1ccc2c(c1)OCO2,0,0,2,2,4,6,-3,0,1
CC1=C(C)CC(C(=O)NNC(=O)c2ccccc2)C(C(=O)O)C1 (stereo unspecified),-4,4,0,-12,-2,-2,-9,7,5
COC(=O)COc1ccc(S(=O)(=O)NCc2ccccn2)cc1,5,0,1,7,-3,2,-12,1,23

Given field by field: part of the list above.
O=C(CSc1ccccc1F)NNC(=O)c1cncc(Br)c1
  M1 ag: -1
  TAAR1 ag: 8
  CHRM4 agonist: 0
  M5 antag: -3
  M5 PAM: -1
  CHRM5 agonist: 2
  M1 antag: -16
  CHRM4 antagonist: 4
  CHRM1 PAM: 12
CCS(=O)(=O)N1CCN(c2cccc(C)c2C)CC1
  M1 ag: -3
  TAAR1 ag: 15
  CHRM4 agonist: 1
  M5 antag: -2
  M5 PAM: 1
  CHRM5 agonist: 0
  M1 antag: 9
  CHRM4 antagonist: 4
  CHRM1 PAM: -1
CCCCCn1c(N2CCC(C(N)=O)CC2)nc2c1c(=O)[nH]c(=O)n2C
  M1 ag: 4
  TAAR1 ag: 13
  CHRM4 agonist: 0
  M5 antag: 10
  M5 PAM: 2
  CHRM5 agonist: -2
  M1 antag: 12
  CHRM4 antagonist: 0
  CHRM1 PAM: -6
O=Cc1ccc(Cl)c(Cl)c1
  M1 ag: -2
  TAAR1 ag: 0
  CHRM4 agonist: 1
  M5 antag: -6
  M5 PAM: 4
  CHRM5 agonist: 0
  M1 antag: -11
  CHRM4 antagonist: -6
  CHRM1 PAM: 4

(list continues)
Compound,M1 ag,TAAR1 ag,CHRM4 agonist,M5 antag,M5 PAM,CHRM5 agonist,M1 antag,CHRM4 antagonist,CHRM1 PAM
CC(=O)NCCC(=O)Nc1ccc(C)c(F)c1,-4,5,0,-1,-2,1,6,17,0
CCOC(=O)N1CCN(C(=O)COc2ccc([N+](=O)[O-])cc2)CC1,-5,5,2,-17,2,0,2,-11,3
O=C(CNC(=O)C1CCCCC1)OCC(=O)c1ccc(Cl)s1,-9,7,0,6,4,2,0,4,5
CCCn1c(SCC(=O)Nc2cccc(C)n2)nnc1-c1ccco1,-2,16,6,8,-15,2,4,1,-2
CN(C)Cc1cc(C(C)(C)C)cc(N2CCOCC2)c1O,-5,2,0,17,2,-4,-12,8,6
Cc1cccc(NC(=O)CSCC(=O)Nc2ccc(S(=O)(=O)N3CCCCC3)cc2)c1,-1,11,9,7,-8,4,4,5,0

Records listed so far marked active in TAAR1 ag.
Compound,M1 ag,TAAR1 ag,CHRM4 agonist,M5 antag,M5 PAM,CHRM5 agonist,M1 antag,CHRM4 antagonist,CHRM1 PAM
CCC1(c2ccc(F)cc2)NC(=O)N(CC(=O)Nc2ccc(N3CCCCC3)cc2)C1=O (stereo unspecified),17*,60*,21,5,6,27*,3,2,5
